TbMetRS inhib = T. brucei MetRS inhibitors, primary screen, biochemical, luminescence; methionyl-tRNA synthetase (Trypanosoma brucei brucei); purified T. brucei MetRS, ATP depletion, Kinase-Glo luminescence; inhibition, % at 11.9 µM; 360,000 tested, 0.4% active; AID 624268, 2012;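 active means inhibition above a per-plate cutoff of the control wells' mean inhibition plus 3 SD, cut at about 5.5% in these data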;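 further: 0% = DMSO wells median and 100% = median of wells with control inhibitor compound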
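Material – parasite MetRS enzyme · Medium – HEPES-MgCl2-KCl buffer plus DTT, spermine, BSA, pyrophosphatase · Reagent – ATP, methionine and E. coli bulk tRNA substrates · Times – 15 min enzyme-compound preincubation, 2 h reaction, 10 min detection, 25 °C · Measured by – luminescence of leftover ATP · Evaluation – percent inhibition relative to median high and low control wells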
Scp-1 inhibitor = Scp-1 phosphatase inhibitors, primary screen, biochemical, colorimetric, uHTS; Carboxy-terminal domain RNA polymerase II polypeptide A small phosphatase 1 (Homo …; Recombinant Scp1, phosphopeptide, malachite green phosphate absorbance; inhibition, % at 20 µM; 340,000 tested, 0.88% active; AID 493091, 2011;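 active means inhibition above about 50% at 20 µM, limit read from the data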;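 further: plate controls were DMSO wells with enzyme for no effect and wells lacking enzyme for full effect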
Target sequence (Q9GZU7 76-261 limits assumed): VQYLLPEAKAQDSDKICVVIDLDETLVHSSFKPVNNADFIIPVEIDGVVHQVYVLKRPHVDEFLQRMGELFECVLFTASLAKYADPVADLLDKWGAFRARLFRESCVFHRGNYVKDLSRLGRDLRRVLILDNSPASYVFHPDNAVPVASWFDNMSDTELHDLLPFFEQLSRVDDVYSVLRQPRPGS
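Test system: SCP-1 catalytic domain; Buffer or medium: Acidic Tris acetate buffer with magnesium and detergent; Also added: Phosphorylated 17-residue peptide substrate; Compound: single 20 µM dose, 1% DMSO; Schedule: enzyme reaction 45 min at room temperature, colour 5 min, stabilisation 30 min; Signal: Phosphate-binding colour reagent, absorbance read at 630 nm.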
MsrA inhibitor = bovine MsrA enzyme inhibitors, primary screen, biochemical, absorbance, HTS; Methionine sulfoxide reductase A (Bos taurus); purified bovine MsrA, absorbance read-out; inhibition, % at 15.5 µM; 360,000 tested, 0.75% active; AID 651718, 2012; in the data active means inhibition above about 4.5%;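 further: 0% = vehicle wells with enzyme and 100% = reference inhibitor wells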
DNMT1 block = human DNMT1 methyltransferase inhibitors, primary screen, biochemical, molecular beacon, fluorescence, HinP1I cleavage, uHTS. DNA (cytosine-5)-methyltransferase 1 (Homo sapiens), P26358. inhibition (reported as % activation of signal), % at 10 µM. 360,000 tested, 0.83% active; in the data active means inhibition above about 50%
LMPTP block = LMPTP phosphatase inhibitors, primary screen, biochemical, fluorescence intensity, uHTS; 360,000 tested, 0.22% active; inhibition, % at 20 µM; recombinant LMPTP-A, OMFP fluorogenic substrate; Low molecular weight phosphotyrosine protein phosphatase (Homo sapiens), P24666;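 active means compounds that cut the enzyme signal by at least half of the control window in the single-dose screen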;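 further: plate controls were DMSO wells with enzyme plus substrate for no effect and substrate without enzyme for full effect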
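Test system: LMPTP-A, protein tyrosine phosphatase of low molecular weight; Input: 0.625 nM enzyme; Incubation: 50 min dark incubation at room temperature; Signal: endpoint fluorescence intensity from OMFP dephosphorylation; Read-out basis: % inhibition versus control wells.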
Rpn11 block = Rpn11 (PSMD14) deubiquitinase inhibitors, primary screen, biochemical, fluorescence polarization, uHTS. 26S proteasome non-ATPase regulatory subunit 14 (Homo sapiens), O00487. calls only at 20 µM. human 26S proteasome, Ub4-pepOG fluorescence polarization; 20S core pre-blocked with epoxomicin. 360,000 tested, 0.59% active;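 active means inhibition at 20 µM, scaled to each plate's controls, above about 33%, limit read from the data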
Target sequence (O00487 whole entry, looked up): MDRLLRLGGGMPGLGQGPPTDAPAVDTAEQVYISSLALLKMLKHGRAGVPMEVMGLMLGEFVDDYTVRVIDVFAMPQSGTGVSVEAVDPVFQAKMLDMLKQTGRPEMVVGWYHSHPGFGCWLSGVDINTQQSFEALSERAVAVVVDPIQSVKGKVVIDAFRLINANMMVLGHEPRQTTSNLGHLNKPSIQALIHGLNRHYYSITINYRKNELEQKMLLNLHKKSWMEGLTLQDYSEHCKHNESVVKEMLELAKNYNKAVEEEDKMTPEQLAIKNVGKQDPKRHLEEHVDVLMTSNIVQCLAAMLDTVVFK
SUMO1 PPI mod = modulators of SUMO1 protein-protein interactions, primary screen, biochemical, uHTS; inhibition, % at 20 µM; AID 602429, 2012; 360,000 tested, 0.33% active; SUMO1 binding to a labelled peptide, TR-FRET, 1 h; in the data active means inhibition above about 37%
Target sequence (P63165 whole entry, looked up): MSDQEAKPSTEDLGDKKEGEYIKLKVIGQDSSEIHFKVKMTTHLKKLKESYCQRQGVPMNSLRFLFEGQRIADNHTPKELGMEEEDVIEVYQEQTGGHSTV
CSN inh = inhibitors of CSN-mediated cullin deneddylation, primary screen, biochemical, fluorescence polarization, uHTS. AID 651999, 2013. COP9 signalosome complex subunit 5 (Homo sapiens), Q92905. 360,000 tested, 0.38% active. inhibition, % at 12.5 µM. Purified CSN, SCF-Nedd8-OG deneddylation;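 active means pattern-corrected inhibition above about 35%, with an unprinted fluorescence ratio check between 0.5 and 1.5, limit read from the data, passing the limit was not always enough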;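 further: 0% = enzyme with substrate and 100% = substrate without enzyme; some results filed as inactive read as strong as hits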
Target sequence (Q92905 whole entry, looked up, one chain of several): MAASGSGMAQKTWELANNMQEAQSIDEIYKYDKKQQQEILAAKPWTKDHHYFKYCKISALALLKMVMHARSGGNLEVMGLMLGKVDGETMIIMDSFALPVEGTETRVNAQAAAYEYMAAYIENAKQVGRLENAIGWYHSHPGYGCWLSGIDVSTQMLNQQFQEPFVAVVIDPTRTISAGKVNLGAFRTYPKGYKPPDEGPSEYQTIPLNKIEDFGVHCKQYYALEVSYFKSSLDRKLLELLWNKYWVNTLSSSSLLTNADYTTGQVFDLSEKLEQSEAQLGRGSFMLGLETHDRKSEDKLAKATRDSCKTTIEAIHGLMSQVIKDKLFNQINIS
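Material: human Csn5 produced in HEK293T cells; Input: enzyme 0.24 nM; Reagent: SCFSkp2-Nedd8OG substrate at 10 nM final; Dosing: 12.5 µM compound; Incubation: 90 min reaction at room temperature; Detection: fluorescence polarization of the substrate; Evaluation: % inhibition of substrate cleavage by Csn5; Control set: substrate-only high control, full reaction low control.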
STEP inh = STEP phosphatase inhibitors, primary screen, biochemical, fluorescence intensity, uHTS; Tyrosine-protein phosphatase non-receptor type 5 (Homo sapiens), P54829; recombinant STEP, OMFP fluorogenic substrate; inhibition, % at 20 µM; 360,000 tested, 0.25% active; AID 588621, 2011;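 active means inhibition at 20 µM, scaled per plate between control wells, above about 37%, limit read from the data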;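 further: 0% = DMSO with enzyme and substrate and 100% = substrate only without enzyme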
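System: isolated STEP enzyme; schedule: 20 min enzyme reaction at room temperature, protected from light; medium: Bis-Tris buffer pH 6.0, 2.5 mM DTT, 0.005% Tween 20; signal: fluorescence, 480/540 nm; dosing: single compound dose of 20 µM, 1% DMSO final; also added: OMFP substrate, 25 µM final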
NadD inh = inhibitors of S. aureus NadD, primary screen, biochemical, colorimetric, uHTS; 360,000 tested, 0.78% active; purified NadD enzyme, colorimetric absorbance read-out; inhibition, % at 20 µM; in the data active means inhibition above about 26%; further: some compounds past the cut are filed as inactive
Numbers without * were called inactive; i = inactive; · = no result given; + = active, no number. The list is partial (hit frequency here may not be typical).

Results follow in this order: TbMetRS inhib | Scp-1 inhibitor | MsrA inhibitor | DNMT1 block | LMPTP block | Rpn11 block | SUMO1 PPI mod | CSN inh | STEP inh | NadD inh
COc1cc(-n2c(=S)[nH]c3ccccc3c2=O)c(Cl)cc1Cl
→ -1.2 | -8 | 0.8 | -2 | 3.1 | i | 2 | 2 | -3 | 2
Cc1ccc(-c2nc3ccc(Cl)cc3n2OC(=O)N(C)C)cc1
→ -0.9 | -5 | 0.6 | -1 | -0.4 | i | -2 | -3 | -2 | -2
COC(=O)C1=C(c2ccc(F)cc2OCc2ccccc2)C[C@@H]2CC[C@H]1N2C(=O)N1CCC(O)CC1
→ 0.0 | 0 | · | -5 | 1.1 | i | 4 | -4 | 2 | 3
O=C(c1ccc(Cl)cc1)C1CCCN(Cc2ccc3c(c2)OCCO3)C1 (stereo not drawn)
→ 0.3 | -3 | -0.2 | 0 | 1.2 | i | -1 | 6 | 3 | -6
CC1=NOC2(C)Nc3ncnn3C(c3ccccc3)C12 (stereo not drawn)
→ -0.2 | 3 | -0.8 | 3 | -0.2 | i | -1 | 8 | 2 | 5
Cc1ccc(-c2nn(Cc3ccccc3)cc2C(=O)O)cc1
→ -0.6 | 12 | 0.5 | 3 | 0.3 | i | 0 | -2 | 0 | -2
CC(C)C[C@@H]1COc2cccc(N3CCN(C)CC3)c2S(=O)(=O)N1
→ -0.2 | · | -0.6 | · | -2.2 | · | 1 | -5 | · | -6
C/C(=N\NC(=O)c1ccccc1Cl)c1c(O)n(C2CCCCC2)c(=O)[nH]c1=O
→ -0.2 | -8 | 3.7 | 1 | -2.2 | i | 6 | -1 | -1 | 5
CN1/C(=C\C=Nc2ccccc2)C(C)(C)c2ccccc21
→ -0.1 | -2 | 2.4 | 1 | -0.5 | i | -8 | 7 | -1 | 0
C[N+]1(C)CCC(OC(=O)C(c2ccccc2)c2ccccc2)CC1
→ -0.3 | 19 | -1.4 | 2 | -1.5 | i | 2 | 0 | 1 | 6
CCCCn1c(=O)c(C(=O)NC(C)c2ccccc2)c(O)c2ccccc21 (stereo not drawn)
→ -0.1 | -8 | -0.7 | -1 | 3.1 | i | 3 | -3 | 4 | -3
CC(C(=O)c1ccc2ccccc2c1)N1CCCCC1 (stereo not drawn)
→ -0.5 | -1 | -0.9 | -2 | -2.9 | i | -5 | 5 | 0 | 3
O=C(O)C(O)(c1ccccc1)C1CCCCC1 (stereo not drawn)
→ -1.1 | 4 | -0.4 | 3 | -1.9 | i | 5 | -2 | 0 | 2
O=C(CN1CC=C(c2ccccc2)CC1)NC(=O)NCc1ccco1
→ -0.6 | -6 | 0.0 | -4 | 4.2 | i | 1 | 2 | -1 | 3
CCOc1ccc(CC2(CCc3ccncc3)C(=O)NC(=O)NC2=O)cc1
→ -2.0 | 11 | -1.5 | -3 | -0.5 | i | 1 | 3 | 1 | -2
COCCCNP1(=O)OCC(C)([N+](=O)[O-])CO1 (stereo not drawn)
→ -0.5 | -8 | 0.2 | 7 | -1.6 | i | -10 | -3 | -2 | -4
Cc1ccc(C2(O)CC(C)N(C)CC2C)cc1 (stereo not drawn)
→ -1.7 | -1 | -0.5 | 5 | -2.0 | i | 0 | 0 | 1 | 1
CC1(C)CCCN1CCC(C(N)=O)(c1ccccc1)c1ccccc1
→ -0.3 | -15 | -1.1 | 3 | -1.4 | i | 1 | 0 | -2 | -3
COC(=O)c1ccc(CC(C(=O)c2ccccc2)N(C)C)cc1 (stereo not drawn)
→ -0.1 | -4 | -0.4 | -1 | 0.7 | i | 2 | 1 | 1 | -4
COC(=O)C1=C(c2c(C)noc2C)C[C@@H]2CC[C@H]1N2C(=O)N1CCCC1
→ 0.2 | -3 | 0.0 | 3 | 0.6 | i | 3 | 0 | -2 | 0

3 records drawn at random from those above, as already listed:
Results follow in this order: TbMetRS inhib | Scp-1 inhibitor | MsrA inhibitor | DNMT1 block | LMPTP block | Rpn11 block | SUMO1 PPI mod | CSN inh | STEP inh | NadD inh
O=C(CN1CC=C(c2ccccc2)CC1)NC(=O)NCc1ccco1
→ -0.6 | -6 | 0.0 | -4 | 4.2 | i | 1 | 2 | -1 | 3
COCCCNP1(=O)OCC(C)([N+](=O)[O-])CO1 (stereo not drawn)
→ -0.5 | -8 | 0.2 | 7 | -1.6 | i | -10 | -3 | -2 | -4
C[N+]1(C)CCC(OC(=O)C(c2ccccc2)c2ccccc2)CC1
→ -0.3 | 19 | -1.4 | 2 | -1.5 | i | 2 | 0 | 1 | 6

New compounds follow
Results follow in this order: TbMetRS inhib | Scp-1 inhibitor | MsrA inhibitor | DNMT1 block | LMPTP block | Rpn11 block | SUMO1 PPI mod | CSN inh | STEP inh | NadD inh
Cc1ccc(C(C)C)c(OCC(=O)N2CCN(Cc3nc4cc([N+](=O)[O-])ccc4n3C)CC2)c1
→ -0.3 | -10 | 0.3 | -4 | -0.2 | i | 2 | 3 | 0 | -1
Cc1cccc(CN2CCCC(C(=O)c3cccc(OC(C)C)c3)C2)n1 (stereo not drawn)
→ -0.2 | -4 | 1.3 | -7 | 0.0 | i | -1 | -2 | 0 | -3
O=C1NC(=O)C(=Cc2ccc(Cl)cc2)C(=O)N1
→ -0.5 | · | -1.3 | · | -0.5 | · | 4 | -3 | · | 19
O=[N+]([O-])c1ccc(N2CCCC(C(F)(F)F)C2)c2ccncc12 (stereo not drawn)
→ -0.2 | 6 | -0.6 | -1 | 0.1 | i | -28 | 2 | 2 | 3
CCC1(C(=O)c2ccc(C)cc2)C2c3ccccc3OC(=O)C21C(=O)O (stereo not drawn)
→ -0.1 | -12 | -0.8 | 1 | -2.9 | i | 3 | 3 | 1 | 3
CC1CN(CC(=O)c2ccccc2Cl)CC(C)O1 (stereo not drawn)
→ 0.0 | -5 | -1.1 | 0 | -0.8 | i | 0 | 1 | 2 | 2
CCc1ccc(N2C(=O)NC(=O)/C(=C\c3cccn3CCOc3ccc(C(C)C)cc3)C2=O)cc1
→ 0.0 | -8 | 2.5 | 23 | 2.5 | + | 0 | 0 | 1 | 2
COC(=O)C1=C(c2ccccc2OCc2ccccc2)C[C@@H]2CC[C@H]1N2C(=O)NCCOc1ccccc1Cl
→ -0.3 | -14 | 1.5 | -9 | 7.2 | i | 0 | 0 | 2 | -7
Cn1c(O)c(C=NCCCNC2CCCCC2)c(=O)n(C)c1=O
→ -0.8 | -12 | 1.1 | 0 | -5.2 | i | -2 | 2 | -2 | 4
Nc1cc(C(=O)Nc2ccccc2F)ccc1N1CC2CC(C1)c1cccc(=O)n1C2 (stereo not drawn)
→ 0.0 | · | 0.3 | 1 | -1.6 | i | -1 | 1 | 3 | 0
N#Cc1ccc(OCC(=O)N2CCN(Cc3ccc4c(c3)OCO4)CC2)cc1
→ 0.8 | -7 | 0.3 | 1 | -1.1 | i | 2 | 0 | 0 | -6
CCOc1c(Cl)cc(CNCCc2c[nH]c3ccccc23)cc1OC
→ -0.6 | 3 | -1.9 | -12 | -2.5 | i | -9 | 1 | 2 | -9
CN1CCN(c2nc(N)cc(=O)[nH]2)CC1
→ -0.1 | -4 | -0.1 | -9 | 0.1 | i | 1 | -3 | 2 | -3
COc1cc(C2NCc3ccccc3-n3cccc32)ccc1O (stereo not drawn)
→ -1.1 | -5 | -2.1 | -8 | 0.3 | i | -1 | -4 | 1 | 2
Fc1ccc(C2NCCc3[nH]cnc32)cc1 (stereo not drawn)
→ -0.7 | -4 | 0.2 | 2 | -6.8 | i | -2 | 2 | -4 | 0
Cc1cc(Cc2c(O)[nH]c(=S)[nH]c2=O)ccc1OC(C)C
→ -0.5 | -3 | -0.1 | -2 | -1.9 | i | 3 | -2 | 2 | -2
Cc1nc2cc(C(F)(F)F)ccc2n1C1CCN(Cc2nnnn2Cc2ccc3c(c2)OCO3)CC1
→ -0.6 | -3 | 0.2 | 0 | 2.6 | i | -4 | -7 | 0 | -3
CCOc1cccc(=NC2CCCCC2)c2c(C)n(C)c(C)c12
→ -0.3 | 0 | 1.4 | -28 | 3.6 | i | -43 | -4 | 2 | 9
CCOP(=O)(OCC)C(NC(=O)Cc1ccccc1)C(Cl)(Cl)Cl (stereo not drawn)
→ -0.4 | -9 | 0.1 | 3 | 0.5 | i | 0 | 3 | 0 | -2
COc1cc2c(c(OC)c1OC)-c1ccc(O)c(=O)cc1[C@@H](NC(C)=O)CC2
→ -0.1 | -10 | 4.3 | 2 | -1.3 | i | -3 | 1 | 1 | -3
CCOc1ccc(C2SCC(=O)Nc3c2c(C)nn3C2CCOC(C)(C)C2)cc1 (stereo not drawn)
→ -0.5 | 0 | -0.4 | 2 | 0.2 | i | -2 | -1 | -1 | -1
CC(=NCc1cccnc1)c1c(O)n(-c2ccccc2C)c(=O)[nH]c1=O
→ -0.3 | -6 | 1.2 | 1 | -0.8 | i | 2 | 1 | 2 | -2
O=C1/C(=C\c2cc3c(cc2Cl)OCO3)N2CCC1CC2
→ -0.6 | -1 | 1.4 | -1 | -0.6 | i | -8 | -4 | 0 | -6
COc1ccc(CCNCc2ccccc2F)cc1
→ 0.1 | -16 | -0.4 | 2 | -2.3 | i | 5 | -1 | 2 | -5
CC1CCN(CC#CCOc2ccc(Cl)cc2)CC1
→ -0.5 | -5 | 0.7 | 3 | -3.0 | i | 8 | -9 | 1 | -9
O=c1oc2ccccc2c(O)c1C(c1ccccn1)c1c(O)c2ccccc2oc1=O
→ -0.7 | -9 | -0.2 | 2 | -0.6 | i | -2 | -3 | -2 | -3
COc1ccc(C(C)=O)cc1CC(C(=O)c1ccc(C)cc1)N(C)C (stereo not drawn)
→ -0.6 | -3 | -0.4 | -3 | -0.4 | i | 0 | -4 | 2 | -5

Bioassay records (PubChem BioAssay)
